High-throughput results deposited in PubChem by Broad Institute.
miR-122 sensor = inhibitors of miR-122 in Huh7 cells. Huh7 miR-122 Renilla luciferase sensor, 48 h; neutral wells = 0, positive control = 100. activation (reporter increase), % at 12.5 µM. hit rate 0.3% among 340,000;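 active = mean replicate activation score at least 90 and every replicate individually at or above 90; inconclusive = only one of the two criteria met; inactive = neither criterion met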;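 note: higher luciferase means less miR-122 activity so hits act as miR-122 inhibitors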
DENV2 CPE = DENV2-induced cell death inhibition; DENV2-infected cells, cytopathic effect rescue, plate reader; CPE inhibition, % at 9.99 µM; hit rate 1.7% among 350,000; in the data active = CPE inhibition above about 20%, passing the limit was not always enough; inconclusive = no clear call, values can overlap the other calls; tested in BHK-21 cells;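 note: 0% = median of neutral control wells and 100% = median of positive control wells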
EWS-Fli block = EWS/Fli transcriptional activity inhibition | hit rate 0.67% among 350,000 | A673 NR0B1-luciferase reporter, viability-normalised | AID 651661 | inhibition, % at 12.6 µM;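 active = mean inhibition of at least 50% after viability correction, with every replicate also passing that limit; inconclusive = mean reaches 50% but only one of two replicates passes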;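 note: firefly luciferase signal divided by Alamar Blue viability fluorescence both relative to DMSO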
PAX8 inh HTS = PAX8 transcriptional activity inhibition; RMG-I TPO-luciferase reporter, SteadyGlo, 24 h; AID 652154; hit rate 1.2% among 360,000; inhibition, % at 12.6 µM;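 active = mean replicate inhibition at least 60% with every replicate also reaching 60%; inconclusive = only one of the two criteria is met; inactive = mean below 60% and not all replicates reaching 60%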;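 note: luciferase light reporting Pax8 driven TPO promoter activity; plate controls were median of neutral control wells for no effect and mitoxantrone controls for full effect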
GSIS activator = primary screen for activators of insulin secretion dependent on glucose, INS-1E cells, GLuc reporter luminescence | activation, % at 16.6 µM | hit rate 0.61% among 370,000 | INS-1E GLuc reporter insulin secretion, 2-3 h;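 active = lowest replicate activation of at least 40%, so every replicate reaches that level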;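 note: 0% = median of neutral control wells and 100% = median of IBMX positive control wells; some compounds called inactive have numbers as strong as hits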
FN deposition inh = fibronectin deposition inhibition. AH1F fibroblasts, Alexa488-fibronectin deposition fluorescence, overnight. hit rate 0.086% among 350,000. inhibition, % at 12.6 µM;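 active = mean inhibition across replicates of 30% or more, regardless of how many single replicates reach that level; inconclusive = mean under 30% yet at least half of replicates reach 30%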;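 note: positive control wells lacked labelled fibronectin entirely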
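Material: AH1F fibroblasts assembling fluorescent fibronectin matrix; amount: 10000 AH1F cells/well; medium: DMEM, 2% serum; reagent: Alexa488-fibronectin, 24 nM final in well; dosing: single compound dose, delivered by pin transfer; incubation: 1 h adhesion, overnight exposure; detection: fluorescence after three HBSS washes, excitation 485 nm, emission 525 nm; measure: fibronectin deposition inhibition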
F508del corr = CFTR F508del correction in bronchial cells; hit rate 0.36% among 350,000; activity (quench increase), % at 7.58 µM; AID 720511; CFBE cells, YFP halide quenching; stimulated with forskolin plus potentiator P3; % fluorescence drop versus neutral controls;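 active = mean added fluorescence quench of at least 8% versus neutral control, with both replicates also reaching 8%; inconclusive = only one of the mean or replicate conditions met; inactive = mean below 8% and not both replicates reaching 8%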;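 note: cells transiently co-express mutant CFTR-F508del with the halide-sensitive YFP; corrector assay measuring rescue of mutant channel to the surface after 24 h compound exposure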
The depositor's hits bear a star; ? = inconclusive; . = not tested or not shown; [ ] = another dose, or the depositor's remark.

SMILES | miR-122 sensor | DENV2 CPE | EWS-Fli block | PAX8 inh HTS | GSIS activator | FN deposition inh | F508del corr
CC1(C(=O)Nc2ccc3c(c2)OCCO3)CSCC(=O)N1CCOc1ccccc1 (centres undefined) | . | -10 | -6 | -11 | 2 | 3 | 1.6
COc1cc(C2NC(=O)CS2)cc(OC)c1OC (centres undefined) | . | . | . | -47 | 17 | -9 | .
CC(C)CNC(=S)NNC(=O)c1nn(C)cc1Cl | -2 | . | . | 16 | 23 | 5 | .
Cc1ccc(S(=O)(=O)Nc2ccc3c(c2)C(=O)N(C)[C@H]2CC[C@@H](CC(=O)NCCc4ccncc4)O[C@@H]2CO3)cc1 | -18[16.7 µM] | -3 | 4 | -12 | 3 | -3 | 0.5
CCOC(=O)c1ccc(N2C(=O)CC(NNC(=O)c3ccc(Br)s3)C2=O)cc1 (centres undefined) | -5 | -9 | 16 | 2 | -13 | -4 | 1.7
Cc1ccc2c(c1)COc1c3ccc(C(=O)N[C@@H](C)CO)cc3nn1-2 | -15 | . | -138 | -158 | 16 | 0 | 0.9
Cc1cc(C)cc(OCC(=O)Nc2ccc(N3CCOCC3)cc2N2CCOCC2)c1 | . | 6 | 0 | 18 | 2 | -2 | -1.8
N#CNC(=Nc1cccc(F)c1)SCc1ccccc1F | . | -2 | -39 | -4 | -6 | 3 | .
CCOC(=O)c1ccc(NC(=O)CCn2c(=O)oc3ccccc32)cc1 | -1 | 12 | -3 | 7 | 5 | -2 | 0.5
Cc1[nH]c2ccc(C(=O)N3CCN(c4ccccc4Cl)CC3)cc2c1C | . | -2 | . | 8 | -14 | -6 | 0.6
C/C=C/c1ccc2c(c1)O[C@H](CN(C)C(=O)C1CCOCC1)[C@H](C)CN([C@H](C)CO)S2(=O)=O | -3[16.7 µM] | -1 | 1 | . | 5 | 9 | -0.2
CCOc1cc(N2CCOCC2)c(OCC)cc1NC(=O)CSc1ccccc1C(=O)O | 12 | -9 | -2 | 14 | -14 | -3 | 0.9
COc1ccc(C(NC(=O)c2c(F)c(F)c(F)c(F)c2F)c2ccccc2)cc1 (centres undefined) | -15 | 2 | 62* | -3 | -20 | 5 | .
Cc1ccc(S(=O)(=O)N(C)C[C@H]2OCCCC[C@@H](C)Oc3ccc(NC(=O)NC(C)C)cc3C(=O)N([C@@H](C)CO)C[C@@H]2C)cc1 | -1[16.7 µM] | 1 | -8 | -8 | -1 | -1 | -1.4
O=C1CC2(CCN(C(=O)c3cccc(Br)c3)CC2)Oc2ccccc21 | . | -5 | 3 | 6 | -13 | -5 | -2.5
CO[C@@H]1CC[C@@H]2CCN(C)C(=O)[C@@H](C)[C@H](OC)CN(C)C(=O)c3cc(C#N)ccc3OC[C@@H]1O2 | . | -1 | -4 | -12 | 16 | 5 | 1.7
Nc1cccc(S(=O)(=O)Nc2ccc(SC(F)F)cc2)c1 | 62 | -1 | 8 | 4 | -30 | 2 | -1.8
O=C(c1ccccc1)N1CC2(C1)[C@H](c1ccccc1)[C@H](CO)N2CC1CC1 | . | 1 | -8 | -9 | -3 | . | -2.8
CS(=O)(=O)N1CC2CCCN2c2ccc(C(F)(F)F)cc21 (centres undefined) | 0 | -6 | 7 | -1 | -25 | 3 | -0.8
C[C@@H]1CCCCO[C@@H](CN(C)C(=O)c2ccccc2)[C@@H](C)CN([C@H](C)CO)C(=O)c2cc(NC(=O)Nc3ccc(C(F)(F)F)cc3)ccc2O1 | 1[16.7 µM] | -7 | -13 | 15 | 9 | . | 0.7
CC(C)(C)NC(=O)NC(=O)CN1CCCCC1 | -2 | 5 | 0 | 4 | 19 | -13 | -2.7
N#Cc1cccc(-c2ccc3c(c2)[C@H]2[C@H](CCN2C(=O)c2ccccc2F)[C@@H](CO)N3)c1 | 8[16.7 µM] | -9 | 3 | 20 | -16 | -8 | 0.8
CN(CCNC(=O)CCCOc1cc(=O)n(C)c2ccccc12)Cc1ccccc1 | . | 3 | 4 | -15 | 8 | 1 | 0.9
CC(C)C1Cc2nc(Cl)c(C#N)cc2CO1 (centres undefined) | . | ? | -16 | -28 | . | 5 | .

Quoted at random: five records from the list, in no set order.
SMILES | miR-122 sensor | DENV2 CPE | EWS-Fli block | PAX8 inh HTS | GSIS activator | FN deposition inh | F508del corr
CC(C)CNC(=S)NNC(=O)c1nn(C)cc1Cl | -2 | . | . | 16 | 23 | 5 | .
C[C@@H]1CCCCO[C@@H](CN(C)C(=O)c2ccccc2)[C@@H](C)CN([C@H](C)CO)C(=O)c2cc(NC(=O)Nc3ccc(C(F)(F)F)cc3)ccc2O1 | 1[16.7 µM] | -7 | -13 | 15 | 9 | . | 0.7
CS(=O)(=O)N1CC2CCCN2c2ccc(C(F)(F)F)cc21 (centres undefined) | 0 | -6 | 7 | -1 | -25 | 3 | -0.8
CCOc1cc(N2CCOCC2)c(OCC)cc1NC(=O)CSc1ccccc1C(=O)O | 12 | -9 | -2 | 14 | -14 | -3 | 0.9
COc1ccc(C(NC(=O)c2c(F)c(F)c(F)c(F)c2F)c2ccccc2)cc1 (centres undefined) | -15 | 2 | 62* | -3 | -20 | 5 | .

Next structures follow.
SMILES | miR-122 sensor | DENV2 CPE | EWS-Fli block | PAX8 inh HTS | GSIS activator | FN deposition inh | F508del corr
CC(=O)OCC(=O)C1(O)CCC2C3CC(C)C4=CC(=O)CCC4(C)C3C(O)CC21C (centres undefined) | 1 | -6 | 8 | 20 | . | -1 | 4.9
O=C(Nc1nnc(-c2ccccc2)s1)c1ccccc1F | 1 | 5 | -82 | -211 | 4 | -13 | -2.5
O=C(c1cnccn1)N(Cc1ccco1)C1(C(=O)NC2CCCCC2)CCCCC1 | 5 | . | . | 7 | . | 4 | .
C[C@@H]1CCCCO[C@H](CN(C)C(=O)Nc2ccc(C(F)(F)F)cc2)[C@@H](C)CN([C@@H](C)CO)C(=O)c2cc(NC(=O)c3ccccc3)ccc2O1 | 1[16.7 µM] | -2 | -4 | 15 | 2 | . | -3.5
O=S(=O)(NCc1cccnc1)c1cccn1-c1ncc(C(F)(F)F)cc1Cl | . | -1 | 17 | 3 | -7 | . | .
O=C1Nc2ccc(Br)cc2C12NNc1ccccc1O2 (centres undefined) | -4 | -4 | 6 | 8 | . | -4 | -2.1
Cc1ccc(N(CC(=O)N2CCCCCC2)S(C)(=O)=O)cc1Cl | 7 | -5 | -2 | -1 | 8 | -1 | 0.9
Cn1c(SCC(=O)NC2(C#N)CCCCC2)nnc1-c1cccnc1 | -5 | 10 | 2 | 8 | 20 | 2 | 1.9
COc1ccc(-c2nc(CS(=O)CC(=O)NC3CCCCC3C)c(C)o2)cc1OC (centres undefined) | -5 | -10 | . | 0 | -9 | 4 | 2.1
CCCCN(C=O)c1c(CC)nc2ccc(C(=O)NCc3ccccc3OC)cn12 | -3 | -10 | -8 | -7 | 1 | 1 | -2.2
CC(NC(=O)CNC(=O)C(Cc1ccccc1)NC(=O)OCc1ccccc1)C(N)=O (centres undefined) | . | -3 | 0 | 0 | 15 | 6 | -1.8
O=C(Nc1cccnc1)c1ccccc1NS(=O)(=O)c1ccc(F)cc1 | 2 | 7 | 9 | 11 | -27 | 5 | -5.2
Cc1ccc(-c2cc(C(=O)NN3CCOCC3)c3cc(Br)ccc3n2)o1 | -6 | -3 | -1 | -5 | 0 | . | 0.2
CC1(C)CC(=O)c2sc(NS(=O)(=O)c3ccc([N+](=O)[O-])cc3)nc2C1 | -4 | 10 | 10 | 7 | -5 | . | -0.5
Cc1ccc(S(=O)(=O)N2CCN(S(=O)(=O)N3CCC(C)CC3)CC2)cc1C | -1 | 13 | 5 | -3 | 9 | 0 | 2.6
O=C(C[C@H]1CC[C@H]2[C@@H](COC[C@@H](O)CN2S(=O)(=O)c2cccc(Cl)c2)O1)NCc1ccncn1 | 9[16.7 µM] | -7 | -6 | -1 | 4 | 2 | 0.4
CCOC(=O)c1ccc(NC(=O)CCc2nc(-c3cccc(C)c3)no2)cc1 | -3 | . | . | 5 | 3 | . | .
CCc1ccccc1-n1c(SCC(=O)c2c(N)n(C3CC3)c(=O)[nH]c2=O)nnc1N1CCOCC1 | 1 | -2 | 1 | 0 | -3 | -3 | 1.4
COc1ccc(C2CC(c3cccs3)=NN2C(=O)COC(=O)c2cncc(Br)c2)cc1OC (centres undefined) | 2 | -4 | 7 | 21 | -7 | -4 | -0.2
O=c1c(C/C=C/c2ccccc2)c(O)ccn1Cc1cccc(Cl)c1 | . | -1 | 5 | 1 | -7 | 8 | -2.1
Cc1nn(-c2ncc(C(F)(F)F)cc2Cl)c(=O)n1-c1ccccc1F | -6 | . | -7 | -12 | 5 | -7 | 0.2
Cc1ccc(OCC(=O)NC(=S)Nc2ccc3c4c(cccc24)CC3)cc1 | . | 5 | 17 | 11 | 9 | -9 | -1.8
COc1cc2c(cc1OC)C(C)N(C(=O)c1cc3ccccc3o1)CC2 (centres undefined) | -15 | 6 | 3 | . | 3 | . | 1.8
COc1ccc(C)cc1C1=CC(=O)C[C@H](c2ccc(F)cc2)C1 | 9 | -1 | -3 | 8 | 1 | 15 | 2.3
COc1ccc(C=C(C(=O)c2ccccc2)c2ccccc2)cc1 | . | -10 | 17 | 15 | 13 | 6 | -0.4
CN(C(=O)COC(=O)c1ccc2[nH]c3c(c2c1)CCCC3)C1CCS(=O)(=O)C1 (centres undefined) | -4 | -2 | -17 | 3 | 17 | 10 | 2.4
O=C(C[C@@H]1C[C@H]2c3cc(NC(=O)NC4CCCC4)ccc3O[C@H]2[C@H](CO)O1)NCc1cccc(F)c1 | 2[16.7 µM] | -2 | 5 | 1 | 2 | . | 2.2
Cc1nnc2c3ccccc3ccn12 | . | 8 | 2 | -24 | 16 | 3 | 3.4
Cc1cccc(Cc2ncc(C(F)(F)F)cc2Cl)c1 | 2 | 4 | 5 | 0 | -1 | 1 | 0.1
CCn1cc(C(=O)N(CCC(C)C)c2c(N)n(Cc3ccccc3)c(=O)[nH]c2=O)c(=O)c2ccc(C)nc21 | . | 0 | 5 | 7 | -7 | -3 | -1.5
Cc1ccc(-c2cnc3c(c2)C(=O)N([C@H](C)CO)C[C@@H](C)[C@H](CN(C)C(=O)c2ccc(F)cc2)O3)cc1 | -2[16.7 µM] | ? | 2 | . | -28 | . | 2.9
Cc1coc2c1c(C)cc1oc(=O)c(CC(=O)N[C@@H](CC(C)C)C(=O)O)c(C)c12 | -1 | 2 | -4 | -17 | 24 | -2 | -2.7
COc1cc(OC)cc(C2=Cc3ccccc3C(CC(C)=O)N2c2ccc(C#CC3(O)CCCCC3)cc2)c1 (centres undefined) | . | 3 | 2 | 42 | -37 | . | 1.8
COc1ccc(O)c(/C=N/n2c(-c3ccco3)csc2=Nc2cccnc2)c1 | . | . | . | -9 | 3 | -5 | .
CCN(CC)C(=S)Oc1ccc(Cl)cc1Cl | 2 | 5 | 5 | 10 | -2 | -3 | -2.5
COC(CNC(=S)Nc1ccc([N+](=O)[O-])cc1)OC | . | -1 | 7 | -24 | 4 | 2 | .
COc1cccc(C(=O)/C=C/Nc2ccc(S(=O)(=O)Nc3nc(C)cc(C)n3)cc2)c1 | . | -4 | 0 | 1 | . | 3 | .
O=C(N/C(=C/C=C\c1ccccc1)C(=O)N1CCOCC1)c1ccc(Br)cc1 | 62 | -11 | -2 | -14 | -18 | -3 | 2.8
CN(C(=O)CN1C(=O)c2ccccc2S1(=O)=O)C1CCCCC1 | -3 | 3 | -14 | -84 | -3 | -7 | -2.3
CCCCOC(=O)Nc1ccc2c(C)cc(=O)oc2c1 | -8 | . | . | -244 | . | 3 | .
CC(C)Oc1ccc(CC2CC(=O)NC2=O)cc1 (centres undefined) | -6 | . | . | -1 | . | 2 | .
COc1cccc(/C=C/C(=O)Nc2ccc3[nH]c(=O)[nH]c3c2)c1 | . | -6 | -9 | 10 | 1 | -2 | -2.2
